PAFAH2 inh: PAFAH2 enzyme inhibitors, primary screen, biochemical, fluorescence polarization, human; actives 0.99% (n = 340,000); inhibition, % at 3.39 µM; AID 492956, 2010; recombinant PAFAH2, FP-rhodamine activity probe; Platelet-activating factor acetylhydrolase 2, cytoplasmic (Homo sapiens), Q99487;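 active = inhibition above the mean over all tested compounds plus 3 SD, cut at about 30% in these data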;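 also: inhibitors block probe labeling of enzyme so polarization drops; 0% = enzyme with DMSO and 100% = wells lacking PAFAH2 protein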
PAFAH1B3 FP inh: PAFAH1B3 enzyme inhibitors, primary screen, biochemical, fluorescence polarization, human. AID 492972, 2010. Platelet-activating factor acetylhydrolase IB subunit alpha1 (Homo sapiens), Q15102. inhibition, % at 3.39 µM. recombinant PAFAH1B3, FP-rhodamine probe. actives 0.28% (n = 340,000);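 active = inhibition above the screen-wide average of all tested compounds plus 3 SD, cut at about 25% in these data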;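 also: 0% = enzyme with DMSO only and 100% = wells lacking PAFAH1B3 protein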
Target sequence (Q15102 whole entry, looked up): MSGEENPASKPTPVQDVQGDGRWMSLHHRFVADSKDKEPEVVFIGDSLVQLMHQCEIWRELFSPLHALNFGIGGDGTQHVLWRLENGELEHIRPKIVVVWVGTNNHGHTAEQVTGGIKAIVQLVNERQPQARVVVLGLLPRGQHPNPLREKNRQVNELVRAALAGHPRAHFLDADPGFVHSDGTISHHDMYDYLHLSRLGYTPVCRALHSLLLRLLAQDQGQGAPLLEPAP
An asterisk follows results filed as active.

SMILES	PAFAH2 inh	PAFAH1B3 FP inh
COc1ccc(CNC(=O)CN2C(=O)NC(c3ccccc3)(c3ccccc3)C2=O)cc1OC	2	6
COc1cc(NC(=S)N2CCCC2)cc(OC)c1	-3	-3
Cc1c(NS(=O)(=O)c2ccc(C(=O)N(C)Cc3cccc(Cl)c3Cl)cc2)c(=O)n(-c2ccccc2)n1C	-2	0
CCc1ccc(N=C2NC(=O)/C(=C/c3ccc(OCC(=O)O)c(OC)c3)S2)cc1	-40	5
Cc1ccc2cc(CN(Cc3nnnn3C3CCCC3)C3CCCCC3)c(=O)[nH]c2c1C	-6	10
O=C(Cc1ccc(NC(=O)C2CCCN(C(=O)c3ccccc3)C2)cc1)Nc1ccc(C(=O)N2CCOCC2)cc1 (configuration not stated)	-3	9
c1cc2c3c(cccc3c1)NN=N2	9	3
CC1=C(C(=O)O)CC(S(=O)(=O)O)C1(C)C (configuration not stated)	0	6
O=C(NNC(=O)C1CC1)Nc1ccc(Cl)cc1	0	7
COc1ccc(CCNC(=O)c2c(O)c3ccccc3[nH]c2=O)cc1OC	-3	6
Cc1onc(-c2ccccc2)c1-c1nnc(COC(=O)c2ccc(O)cc2)o1	3	5
CC(=O)Oc1ccccc1-c1nc(/C=C/c2ccccc2)no1	-5	-4
CC(NC(=O)CSc1ccccc1)c1ccccc1 (configuration not stated)	8	8
c1ccc2c(c1)CCN(CCCNc1nc3ccccc3n3cnnc13)C2	3	2
CC(C)(C)OC(=O)N[C@@H](Cc1ccccc1)C(=O)NCC1CCC(C(=O)N[C@@H](CCC(N)=O)C(=O)O)CC1 (some centres not stated)	-12	11
CC1Cc2cccc3ccc(=O)n(c23)C1 (configuration not stated)	7	4
CCOC(=O)CSc1nnc(-c2c[nH]c3ccccc23)o1	2	-6
COc1ccc(N(Cc2ccccc2)S(=O)(=O)c2cccc(C(=O)NCC3CCCO3)c2)cc1 (configuration not stated)	7	4
CN(Cc1ccccc1)C(=O)c1ccc(NC(=O)Cc2ccc(NC(=O)C3CCN(C(=O)C4CCCC4)CC3)cc2)cc1	6	0
NC(=O)C1(Nc2ccccc2)CCCC1	-1	7

Next part; it opens with the 7 that closed the last part.
SMILES	PAFAH2 inh	PAFAH1B3 FP inh
c1ccc2c(c1)CCN(CCCNc1nc3ccccc3n3cnnc13)C2	3	2
CC(C)(C)OC(=O)N[C@@H](Cc1ccccc1)C(=O)NCC1CCC(C(=O)N[C@@H](CCC(N)=O)C(=O)O)CC1 (some centres not stated)	-12	11
CC1Cc2cccc3ccc(=O)n(c23)C1 (configuration not stated)	7	4
CCOC(=O)CSc1nnc(-c2c[nH]c3ccccc23)o1	2	-6
COc1ccc(N(Cc2ccccc2)S(=O)(=O)c2cccc(C(=O)NCC3CCCO3)c2)cc1 (configuration not stated)	7	4
CN(Cc1ccccc1)C(=O)c1ccc(NC(=O)Cc2ccc(NC(=O)C3CCN(C(=O)C4CCCC4)CC3)cc2)cc1	6	0
NC(=O)C1(Nc2ccccc2)CCCC1	-1	7
C=CCn1c(=O)c(C(=O)NCc2ccc3c(c2)OCO3)c(O)c2cc(OC)c(OC)cc21	3	10
Cc1ccccc1C(=O)NNC(=O)c1ccncc1	9	2
CC1CCc2sc(C(=O)NCC3CCCO3)cc2C1 (configuration not stated)	3	8
COc1ccc(CCNC(=O)c2ccc3c(=O)n4c(nc3c2)CCC4)cc1OC	-3	3
CCCCCC1C(C(=O)OCC)C(=O)NC1(C(=O)OCC)C(=O)OCC (configuration not stated)	1	2
O=C(c1cccc(S(=O)(=O)N2CCCCCC2)c1)N1CCN(Cc2ccccc2)CC1	-2	6
CCCCC(c1nnnn1CS(=O)(=O)c1ccc(C)cc1)N1CCC(C(N)=O)CC1 (configuration not stated)	6	-2
Cc1cc(C)n2c(SCC(O)=C(C#N)c3nc4ccccc4[nH]3)nnc2n1	3	3
O=C(NNCc1ccccc1)c1ccccn1	-1	5
Cc1sc2nc(SCC(=O)Nc3ccc(Cl)c(C(=O)O)c3)[nH]c(=O)c2c1C	3	8
Cc1ccccc1C(=O)N1CCC(C(=O)Nc2ccc(S(=O)(=O)N3C(C)CCCC3C)cc2)CC1 (configuration not stated)	10	5
CCOC(=O)N1C2CCC(C2)N1C(=O)OCC	-3	4
O=[N+]([O-])c1cccc2cnccc12	-4	-5
Cc1cc(=O)oc2c(CN3CCOCC3)c(O)ccc12	2	7
O=c1[nH]c2ccccc2n1C1=CCNCC1	0	2
Cc1ccc(C)c(NC(=S)N2CCN(S(C)(=O)=O)CC2)c1	-2	12
[O-][n+]1cccc2cccc(O)c21	1	-4
COc1cc(/C=C/C(C)=NNc2ccccc2)ccc1O	1	-2
[O-]/[N+](=N\Nc1ccc(Cl)cc1)c1ccccc1	0	-7
N=c1c2ccccc2nnn1-c1ccccc1[N+](=O)[O-]	2	4
Cc1cccc2c3nc4ccccc4nc3n(CCCN3C(=O)c4ccccc4C3=O)c12	-6	0
O=c1c2c(-c3ccccc3)csc2nc2c3ccccc3c(NCCN3CCOCC3)nn12	14	3
O=C(NCc1ccccc1)c1cccc(NC(=O)C2CCC2)c1	3	-1
COc1ccc(S(=O)(=O)N2C[C@H]3CON(C)[C@H]3C[C@H]2c2cccc(Br)c2)cc1	6	8
Clc1ccc2nc(CSc3nnc(-c4c[nH]c5ccccc45)o3)cn2c1	-4	1
Cc1ccccc1NC(=O)N1C2CCCC1CC(NC(=O)C(C)(C)C)C2 (configuration not stated)	7	4
O=C(Nc1ccc(F)cc1)c1ccccc1NC(=O)C1CCCCC1C(=O)O (configuration not stated)	9	6
Cc1nc(-c2cccc(NC(=O)COc3ccc(Cl)cc3)c2)cs1	-7	-10
CC1(C)C(=O)Nc2ccccc2N1C(=O)COC(=O)CNS(=O)(=O)c1ccc(Br)cc1Cl	1	11
O=C1NCCN(CC2CCN(CCc3ccc(Cl)c(Cl)c3)CC2)C1=O	-6	1
CC(=O)NC12CC3CC(C1)CC(C(=O)N1CCN(S(=O)(=O)c4ccccc4C#N)CC1)(C3)C2	3	2
OCC(O)C1OC(c2ccccc2)OC(CO)C1O (configuration not stated)	-6	4
CC(=O)Oc1ccc2c(c1)CCC1C2CCC2(C)C(OC(C)=O)CCC12 (configuration not stated)	14	8
CC(=O)Nc1ccc(NC(=O)CCCCCn2nnc3ccccc3c2=O)cc1	1	12
CSCCC(NS(=O)(=O)c1ccc(Cl)cc1)C(=O)N1CCN(c2ccccc2)CC1 (configuration not stated)	11	7
CNc1ncc(C(=O)c2ccc(Br)cc2)s1	10	-2
O=c1cc(O)n(Cc2ccc(F)cc2)c(=O)[nH]1	3	15
COc1ccc(C)cc1NC(=O)C1CC(=O)N(CCc2ccc(F)cc2)C1 (configuration not stated)	5	5
Cc1cccn2c(=O)c3cc(C(=O)NCc4ccccc4)c(=N)n(CCCN4CCOCC4)c3nc12	5	2
CC(C)CC(=O)Nc1ccc(C(=O)COC(=O)CN2C(=O)NC3(CCCCC3C)C2=O)cc1 (configuration not stated)	3	0

Four entries picked at random from the list so far:
SMILES	PAFAH2 inh	PAFAH1B3 FP inh
CC1(C)C(=O)Nc2ccccc2N1C(=O)COC(=O)CNS(=O)(=O)c1ccc(Br)cc1Cl	1	11
O=c1cc(O)n(Cc2ccc(F)cc2)c(=O)[nH]1	3	15
Cc1cccc2c3nc4ccccc4nc3n(CCCN3C(=O)c4ccccc4C3=O)c12	-6	0
Clc1ccc2nc(CSc3nnc(-c4c[nH]c5ccccc45)o3)cn2c1	-4	1

Remaining list, next part:
SMILES	PAFAH2 inh	PAFAH1B3 FP inh
CC=Cc1cc(OC)c2c(c1)C(C)C(c1ccc(O)c(OC)c1)O2 (configuration not stated)	2	4
CC(O)[C@H](NC(=O)C1CCN(C(=O)[C@H](Cc2ccccc2)NC(=O)OC(C)(C)C)CC1)C(=O)O (some centres not stated)	-4	4
Nc1ccc(C(=O)N2N=C(c3ccccc3)CC2(O)C(F)(F)F)cc1 (configuration not stated)	-3	5
Nc1c(Cl)cc(N=Nc2ccccc2)cc1Cl	-3	11
CCCC(=O)NCn1nnc(-c2ccc(Cl)cc2)n1	4	-4
Cc1ccn2c(C(=O)NNC(=O)Nc3ccc(Cl)cc3)c(C)nc2c1	-1	-4
Nc1nc(NCC(=O)O)nc(NC2CCCCC2)c1[N+](=O)[O-]	0	4
CC1CCN(C(=O)COC(=O)c2ccc3c(c2)C(=O)N(Cc2ccco2)C3=O)CC1	9	7
CC1(C(=O)OCC(=O)Nc2cc(S(=O)(=O)N3CCOCC3)ccc2Cl)CC1(Cl)Cl (configuration not stated)	8	6
COc1ccc(OC)c(-c2cc(C(=O)N/N=C(\C)c3cccnc3)c3ccccc3n2)c1	1	0
O=[N+]([O-])c1ccc(S(=O)(=O)NN=C2CCCCC2)cc1	-7	1
N#Cc1ccc(C(=O)OCC(=O)NC(=O)NCc2ccccc2)cc1	0	6
CC(C)(C)OC(=O)N1CCCC(C(=O)Nc2cccc(C(=O)NCCc3ccccc3)c2)C1 (configuration not stated)	-7	-2
O=C(CCNS(=O)(=O)c1ccc(OC(F)(F)F)cc1)Nc1cccc(S(=O)(=O)N2CCCC2)c1	5	3
Cc1ccc(OCC(=O)Nc2ccc(NC(=O)c3ccccc3)c(C)c2)cc1	-9	7
CC(=O)C1=C(S(=O)(=O)c2ccc(C)cc2)CS(=O)(=O)C1	-7	5
O=C(O)Cn1c(SCCOc2ccc(Cl)cc2)nc2ccccc21	-4	6
COc1ccc(S(=O)(=O)NCc2nc3nc(C)cc(C)n3n2)cc1	2	0
O=C(NCCCCc1ccccc1)c1cccc(NC(=O)C2CC2)c1	-5	4
O=S(=O)(c1ccc2ccccc2c1)N1CCc2ccccc21	5	7

Structures above with a nitro group on carbon, in the order listed:
SMILES	PAFAH2 inh	PAFAH1B3 FP inh
O=[N+]([O-])c1cccc2cnccc12	-4	-5
N=c1c2ccccc2nnn1-c1ccccc1[N+](=O)[O-]	2	4
Nc1nc(NCC(=O)O)nc(NC2CCCCC2)c1[N+](=O)[O-]	0	4
O=[N+]([O-])c1ccc(S(=O)(=O)NN=C2CCCCC2)cc1	-7	1

(continued)
SMILES	PAFAH2 inh	PAFAH1B3 FP inh
CC(C)(C)c1cc(CCC(=O)NCc2cccnc2)cc(C(C)(C)C)c1O	4	7
C#CCOCCOCCOCCNc1nc(N2CCN(C(=O)Cn3cc(CC(C)O)nn3)CC2)nc(N2CCN(C(=O)[C@H]([C@@H](C)O)n3cc(CCCCN)nn3)CC2)n1 (some centres not stated)	-4	7
NC(=O)C1=C(N=C2CCCCC2)CCCC1	7	6
Cc1ccc2oc(C(=O)NCCC3CCCCO3)c(C)c2c1 (configuration not stated)	1	16
CC(C)(CNC(=O)c1ccc(Br)o1)N1CCOCC1	3	4
O=C(c1ccccc1)N1CCN(c2ccccc2)CC1	5	2
COc1ccc(-n2cnc3ccccc3c2=O)c([N+](=O)[O-])c1	3	4
CCN(CC)S(=O)(=O)c1cc(NC(=O)c2ccccc2OCc2c(C)noc2C)ccc1C	4	-1
O=C(COc1ccc(S(=O)(=O)NCc2ccccc2)cc1)NCc1cccnc1	-4	5
COc1ccc(OC)c(Nc2nc(-c3ccncc3)nc3ccccc23)c1	-6	6
O=[N+]([O-])c1cccc(COc2cccc(CO)c2)c1	-6	3
Nn1c(SCC(=O)NCC2CCCO2)nnc1-c1cc(Cl)ccc1Cl (configuration not stated)	-2	3
CCC(C)c1ccc(S(=O)(=O)N2CCN(CC(O)COCC3CCCO3)CC2)cc1 (configuration not stated)	4	-7
CCCCn1c(N)c(N(CC(C)C)C(=O)c2cc(-c3ccc(OC)cc3)nc3ccccc23)c(=O)[nH]c1=O	-5	-6
CCCn1c(=O)c(C(=O)NCCc2ccc(Cl)cc2)c(O)c2ccccc21	2	-6
N=C1SCC(=O)N1c1ncc(Cc2ccccc2Cl)s1	4	-1
C/C(=N/NC(=O)c1ccncc1)c1ccc(NC(=O)c2ccccc2)cc1	0	5
O=C1CCC[C@@H]2C[C@@]3(C[C@@H]4CCN1[C@H]24)Nc1cc(Cl)ccc1NC3=NCc1ccccc1	7	8
CC(COc1ccccc1)OC(=O)Nc1ccccc1 (configuration not stated)	-5	4
COC(C(=O)N/N=C(\C)c1ccc(C)cc1)c1ccccc1 (configuration not stated)	1	8
COc1ccc(C(CNC(=O)CN2C(=O)NC(C)(c3ccc4ccccc4c3)C2=O)N2CCCC2)cc1 (configuration not stated)	-5	3
CC(Sc1nnc(-c2ccccc2F)o1)C(=O)Nc1ccc(N2CCOCC2)cc1 (configuration not stated)	0	4
CCOc1ccc2nc3cc(N=Nc4ccc(N)nc4N)ccc3c(N)c2c1	0	8
COc1cccc(/C(C)=N/N=C(\C)c2cccc(OC)c2)c1	5	-2
CC(=O)OC[C@H]1O[C@@H](Oc2cc3ccc(=O)oc3cc2OC(C)=O)[C@H](OC(C)=O)[C@@H](OC(C)=O)[C@@H]1OC(C)=O	-3	3

An excerpt of these results, with bars between the fields.
SMILES | PAFAH2 inh | PAFAH1B3 FP inh
Nn1c(SCC(=O)NCC2CCCO2)nnc1-c1cc(Cl)ccc1Cl (configuration not stated) | -2 | 3
O=C(Cc1ccc(NC(=O)C2CCCN(C(=O)c3ccccc3)C2)cc1)Nc1ccc(C(=O)N2CCOCC2)cc1 (configuration not stated) | -3 | 9
Cc1cccc2c3nc4ccccc4nc3n(CCCN3C(=O)c4ccccc4C3=O)c12 | -6 | 0

Not all compounds are listed; rates above refer to the full screens.
